esBAF inh – inhibitors of esBAF chromatin remodeling in mouse ES cells. Bmi1-luciferase knock-in reporter, 24 h; 100% = twice the neutral-well signal. reporter increase, % at 12.5 µM. actives 2% (n = 350,000); in the data active = activation above about 40%;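 note: 0% = median of the plate's neutral control wells and 100% = double that signal; a rise in the Bmi1 reporter signal indicates esBAF inhibition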
miR122 inh – miR-122 inhibition in Huh7 cells | Huh7 miR-122 Renilla luciferase sensor, 48 h; neutral wells = 0, positive control = 100 | activation (reporter increase), % at 12.5 µM | actives 0.3% (n = 340,000) | AID 602342;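 active = mean replicate activation score at least 90 and every replicate individually at or above 90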;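 note: higher luciferase means less miR-122 activity so hits act as miR-122 inhibitors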
ARNT-TACC3 inh – disrupts binding between human ARNT and TACC3. AlphaScreen His-ARNT PAS-B/GST-TACC3 binding, luminescence; TACC3 fragment carries E629A point mutation. inhibition, % at 9.99 µM. Q9Y6A5. actives 0.66% (n = 390,000);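 active = mean inhibition of replicates at least 50% and at least half of replicates each reaching 50%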;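 note: 0% = complete ARNT plus TACC3 wells and 100% = ARNT alone without TACC3; many hits fall short of the cut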
ERp5 inh – blocks human ERp5 reductase activity on insulin; Q15084; ERp5 insulin aggregation, absorbance 650 nm, 90 min; inhibition, % at 9.99 µM; actives 0.05% (n = 350,000); AID 651711;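 active = mean replicate inhibition above about 25%, with every replicate also reaching it, limit read from the data, passing the limit was not always enough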
Target sequence (Q15084 whole entry, looked up): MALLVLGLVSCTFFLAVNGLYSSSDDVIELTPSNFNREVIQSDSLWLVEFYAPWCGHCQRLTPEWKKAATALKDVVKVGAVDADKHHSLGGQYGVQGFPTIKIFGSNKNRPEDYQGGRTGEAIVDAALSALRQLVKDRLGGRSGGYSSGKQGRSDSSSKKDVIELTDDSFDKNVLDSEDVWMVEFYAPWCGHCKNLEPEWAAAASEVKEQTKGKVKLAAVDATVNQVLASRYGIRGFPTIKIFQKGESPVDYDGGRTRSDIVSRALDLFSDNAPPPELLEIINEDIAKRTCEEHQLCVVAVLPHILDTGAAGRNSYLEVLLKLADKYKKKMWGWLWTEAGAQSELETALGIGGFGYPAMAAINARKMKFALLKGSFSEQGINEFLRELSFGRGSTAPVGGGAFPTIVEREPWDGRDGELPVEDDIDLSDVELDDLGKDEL
Cneo AK release – causes C. neoformans cell lysis; adenylate kinase release luminescence, 4 h; normalised: neutral wells 0, clomiphene wells 100; lysis activity, % at 15 µM; actives 0.2% (n = 360,000); AID 651654;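 active = mean lysis activity across replicates of at least 80%, whatever share of replicates individually reach that level; inactive = mean lysis activity below 80%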
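Material – log-phase Cryptococcus neoformans yeast cells · Input – 5 × 10^6 yeast cells/mL · Medium – fresh YPD growth medium · Doses – single compound concentration per well · Timing – static 4 h at 37 °C with compound, 1 h detection · Detection – adenylate kinase release luminescence · Read-out – signal increase indicating cell lysis · Control set – Clomiphene as positive lysis control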
Statin myotox sup – suppression of simvastatin myotoxicity | C2C12 myotubes + simvastatin, ATP luminescence, 48 h; scaled: DMSO 0, geranylgeraniol control 100 | actives 0.78% (n = 330,000) | rescue of ATP level, % at 7.49 µM | AID 602340;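 active = mean ATP rescue above about 67%, or every replicate alone reaching that limit, limit read from the data, passing the limit was not always enough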;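 note: myotubes were challenged with 10 µM simvastatin during compound exposure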
SIRT5 block – blocks human SIRT5 desuccinylation of peptide. Q9NXA8. Purified SirT5, succinyl-peptide AMC, trypsin-coupled fluorescence. inhibition, % at 15 µM. actives 1.1% (n = 330,000). AID 652115; in the data active = inhibition above about 15%
Target sequence (Q9NXA8 whole entry, looked up): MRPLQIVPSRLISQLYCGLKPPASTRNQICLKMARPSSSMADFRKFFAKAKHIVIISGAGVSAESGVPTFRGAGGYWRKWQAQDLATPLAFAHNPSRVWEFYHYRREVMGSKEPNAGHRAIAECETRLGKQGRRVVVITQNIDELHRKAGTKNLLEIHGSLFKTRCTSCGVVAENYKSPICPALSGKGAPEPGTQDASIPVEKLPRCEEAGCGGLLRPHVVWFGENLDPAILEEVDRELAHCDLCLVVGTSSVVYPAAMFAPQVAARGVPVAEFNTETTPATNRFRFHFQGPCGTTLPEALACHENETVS
Numbers without * were called inactive; . = no result given; [ ] = dose if it differs, or a comment.

SMILES	esBAF inh	miR122 inh	ARNT-TACC3 inh	ERp5 inh	Cneo AK release	Statin myotox sup	SIRT5 block
CC(CCc1ccccc1)NC(=O)C(=O)NCc1ccccc1 (configuration not stated)	.	1	28	.	1	.	.
C[C@H](CO)N1C[C@H](C)[C@@H](CN(C)C(=O)Nc2ccc(F)cc2)Oc2ccc(NC(=O)Nc3ccccc3)cc2CC1=O	4	7[16.7 µM]	2	-1	-1	-26	1
COc1cc(NC(=S)N2CCN(C)CC2)c(OC)cc1Cl	.	.	-1	3	.	.	-4
O=C(O)C(NS(=O)(=O)c1cccc2nsnc12)c1ccccc1 (configuration not stated)	-5	9	1	-2	0	-8	0
CC1Cc2ccccc2N1CC(=O)Nc1cccc(S(N)(=O)=O)c1 (configuration not stated)	-8	0	-3	2	1	7	-3
CSc1nsc(SC)c1NC(=O)OCCc1ccccn1	0	0	-2	.	0	-18	.
CC(C)NC(=O)N1[C@H](CO)[C@H]2c3ccccc3N(C(=O)Nc3ccc(Cl)cc3)C[C@H]21	11	28[16.7 µM]	-3	5	-5	-12	-2
Cc1nc2cc(-c3ccc(Cl)cc3)nn2c(C)c1CCC(=O)NCc1ccco1	-48	-3	-4	2	-2	17	.
CCOC(=O)c1sc(NC(=O)c2ccccc2F)c(C(N)=O)c1C	1	-9	.	.	0	-18	.
CO[C@@H]1CN(C)C(=O)c2cc(NC(=O)Nc3c(C)noc3C)ccc2OC[C@H](C)N(CC2CC2)C[C@H]1C	-2	.	-23	4	-3	2	-2
C[C@H](NC(=O)C[C@@H]1CC[C@@H](NS(=O)(=O)c2cccc(F)c2)[C@@H](CO)O1)c1ccccc1	-1	.	0	-2	4	-13	-3
COCCCC1CCN(C(=O)CCc2nnc(CCCCc3ccccc3)o2)CC1	1	-3	-1	-3	-1	10	-2
Cc1cc(C)c(C#N)c(SCC(=O)OC2CCCCC2)n1	-7	-3	-7	.	0	-5	.
CN(C)/C=N/c1c(C#N)nnn1Cc1ccccc1	0	6	-12	.	1	16	.
O=C(COC(=O)C1CC1)Nc1ccc(S(=O)(=O)N2CCOCC2)cc1	-7	-5	-1	2	0	-1	.
CC(C)(C)OC(=O)N[C@H](C(=O)OC(C)(C)C)c1ccc2ccccc2c1	-9	6	-6	-8	-2	-4	-3
CN1OC[C@@H]2CN(Cc3cc(Cl)cc(Cl)c3)[C@H](c3cccc(Br)c3)C[C@@H]21	-10	3	1	-7	4	2	2
O=C(c1ccccc1)N1Cc2ccccc2[C@H]2OC(c3ccc(OCCCO)cc3)=N[C@@]2(CCS(=O)(=O)c2ccccc2)C1=O	.	.	19	1	-10	.	7
CCN(CC(=O)NCc1ccc(F)cc1)CC(=O)Nc1ccccc1-c1ccccc1	-3	-2	14	-2	1	-3	3
CCc1nc(SCC(=O)NCCc2ccccc2)c2c(=O)n(C)c(=O)n(C)c2n1	1	3	-5	1	-1	24	2
CNC(=O)COC(=O)/C=C/c1ccco1	.	.	-1	4	.	.	0
Cc1cccc2c1OCC/C2=N\NC(=O)COc1ccccc1Cl	70*	-4	11	.	4	20	.
COC(=O)C1CCN(c2cnccn2)CC1	.	.	-3	-8	.	.	-2
Cc1ccc(S(=O)(=O)N(C)C[C@@H]2Oc3ccc(NS(=O)(=O)c4ccccc4)cc3CC(=O)N([C@@H](C)CO)C[C@H]2C)cc1	0	.	1	.	1	19	.
CC1(c2ccc3c(c2)OCCCO3)NC(=O)N(CC(=O)NCCc2ccccc2)C1=O (configuration not stated)	-1	.	.	0	-4	0	-5
O=C(C/C=N/OCc1ccccc1F)c1cnc(-c2ccc(Cl)cc2)s1	9	3	-5	.	1	-2	.
C[C@H]1CN([C@@H](C)CO)C(=O)c2cc(-c3ccncc3)cnc2O[C@H]1CN(C)S(=O)(=O)c1ccc(F)cc1	5	7[16.7 µM]	0	-6	-5	7	-2
CCN(CC)C(=O)c1cccc(-c2csc(C(NC(C)=O)c3ccccc3)n2)c1 (configuration not stated)	-7	6	.	9	1	6	-2
COc1cc(C(=O)OCCCN2CCOCC2)ccc1O	0	3	1	1	-1	-1	-4
COc1ccccc1-c1noc2c1C(=O)N(Cc1cn(-c3ccccc3)nn1)CC2	-3	-1	.	-1	-1	7	-5

Profiles, looked up by structure.
Shown for Cc1ccc(S(=O)(=O)N(C)C[C@@H]2Oc3ccc(NS(=O)(=O)c4ccccc4)cc3CC(=O)N([C@@H](C)CO)C[C@H]2C)cc1 = esBAF inh = 0; miR122 inh = .; ARNT-TACC3 inh = 1; ERp5 inh = .; Cneo AK release = 1; Statin myotox sup = 19; SIRT5 block = .
Shown for O=C(C/C=N/OCc1ccccc1F)c1cnc(-c2ccc(Cl)cc2)s1 = esBAF inh = 9; miR122 inh = 3; ARNT-TACC3 inh = -5; ERp5 inh = .; Cneo AK release = 1; Statin myotox sup = -2; SIRT5 block = .

Carrying on:
SMILES	esBAF inh	miR122 inh	ARNT-TACC3 inh	ERp5 inh	Cneo AK release	Statin myotox sup	SIRT5 block
CO[C@H]1CN(C)C(=O)c2cc(NC(=O)C3CCCC3)ccc2OC[C@H](C)NC[C@@H]1C	-9	5[16.7 µM]	-14	0	-3	-5	-3
O=C(O)c1ccc(Oc2cc(Oc3ccc(C(=O)O)cc3)cc([N+](=O)[O-])c2)cc1	-1	1	8	2	-2	-3	-5
C[C@@H]1CCCCO[C@@H](CN(C)S(=O)(=O)c2ccc(F)cc2)[C@H](C)CN([C@@H](C)CO)C(=O)c2cc(NS(=O)(=O)c3ccc(Cl)cc3)ccc2O1	11	-9[16.7 µM]	-2	1	40	.	12
C[C@H]1CN([C@@H](C)CO)C(=O)c2cccc(NC(=O)Nc3ccc(F)cc3)c2O[C@@H]1CN(C)C(=O)Nc1cccc2ccccc12	-1	3[16.7 µM]	0	3	1	4	2
Cc1nnc(N2CCOCC2)c2nn(-c3ccccc3)c(C)c12	.	.	-2	4	.	.	-10
CC(=O)NC(c1cccs1)c1cc(Br)c2cccnc2c1O (configuration not stated)	-36	-8	.	-9	2	26	-2
COc1ccccc1S(=O)(=O)N[C@H]1CC[C@@H](CC(=O)NCc2cccc(F)c2)O[C@H]1CO	-4	-4[16.7 µM]	5	-3	39	-6	-1
COc1ccc(S(=O)(=O)N(C)C[C@H]2OCCCC[C@H](C)Oc3ccc(NC(=O)CCCN(C)C)cc3C(=O)N([C@@H](C)CO)C[C@H]2C)cc1	2	11[16.7 µM]	-5	-2	0	.	-5
O=C(COC(=O)c1ccc2c(c1[N+](=O)[O-])C(=O)c1ccccc1C2=O)NC1CC1	.	-2	-1	1	.	.	4
CC(C)NC(=O)Nc1ccc2c(c1)C(=O)N(C)[C@@H]1CC[C@@H](CC(=O)NCc3ccc(F)cc3)O[C@@H]1CO2	-5	.	19	-3	-2	15	-6
CCCOC(=O)c1ccc(Oc2c(-c3ccc(O)cc3O)n[nH]c2C)cc1	-1	.	1	.	-4	4	.
COc1ccc(NC(=O)N(C)C[C@@H]2OCCCC[C@@H](C)Oc3ccc(NS(C)(=O)=O)cc3C(=O)N([C@H](C)CO)C[C@H]2C)cc1	6	-7[16.7 µM]	-9	1	42	.	1
COc1cc(-c2nnc(SCC#CCO)o2)cc(OC)c1OC	-1	-6	1	4	1	114*	9
NC(=O)c1cccnc1Oc1ccc(Cl)cc1Cl	-4	.	-3	2	.	2	1
COc1ccccc1N1CCN(C(=O)c2cc(C(C)(C)C)oc2C)CC1	7	-3	0	-4	-7	-6	0
Cc1ccc2oc(=O)n(CC(=O)OCCC(C)C)c2c1	-2	-16	-5	1	-1	-3	-4
CC=Cc1ccc2n(c1=O)C[C@H]1[C@H](CO)[C@@H](C(=O)NCC3CC3)[C@@H]2N1CCC(F)(F)F (mixture of isomers)	-1	2[16.7 µM]	1	-3	46	-3	-12
CN1Cc2c(N3CCOCC3)nc3sc(C#N)c(N)c3c2CC1(C)C	.	.	1	-1	.	.	-9
C[C@@H]1CCCCO[C@@H](CN(C)CC2CCCCC2)[C@@H](C)CN([C@@H](C)CO)C(=O)c2cc(NC(=O)Cc3ccccc3)ccc2O1	2	-6[16.7 µM]	-3	3	2	.	0
CC(C)NC(=O)N(C)C[C@H]1Oc2ncc(C#Cc3ccccc3F)cc2C(=O)N([C@H](C)CO)C[C@H]1C	-4	5[16.7 µM]	7	-4	9	1	10
Cc1occc1C(=O)NN1C(=O)C2C3CCC(O3)C2C1=O (configuration not stated)	4	0	1	0	2	17	-2
C[C@@H]1CN([C@@H](C)CO)C(=O)c2cc(NC(=O)Nc3cccc4ccccc34)ccc2O[C@@H](C)CCCCO[C@@H]1CN(C)Cc1ccncc1	-7	0[16.7 µM]	17	0	-2	.	1
ClC1(Cl)CC1Cn1c(C2CC2)nc2ccccc21 (configuration not stated)	.	.	-3	-2	.	.	-3
CCc1c(C(=O)NNC(=O)Nc2ccc3c(c2)OCO3)csc1C	11	.	.	4	2	6	-4
CCOC(=O)C(C)Oc1cccc2c(=O)n(CC(=O)NCCc3ccccc3)ccc12 (configuration not stated)	.	.	-2	6	.	.	0
CC(=O)Nc1ccc(OCCOc2ccc(/C=C3/C(=N)N4C=CSC4=NC3=O)cc2)cc1	9	45	8	4	-1	16	-2
CCN(C[C@H]1N[C@@](C)(C(=O)OC)[C@H]2C(=O)N(Cc3ccccc3)C(=O)[C@@H]12)S(=O)(=O)c1ccc(F)cc1	-4	.	-6	9	-2	1	2
COc1ccc(S(=O)(=O)N(C)C[C@@H]2Oc3ncc(-c4ccc(F)cc4)cc3C(=O)N([C@H](C)CO)C[C@@H]2C)cc1	9	-4[16.7 µM]	-5	-2	-1	11	0
C[C@@H]1CCCCO[C@@H](CN(C)S(=O)(=O)c2ccc(Cl)cc2)[C@H](C)CN([C@@H](C)CO)C(=O)c2cc(NC(=O)Cc3ccccc3)ccc2O1	3	-3[16.7 µM]	11	0	0	.	9
CC(=O)c1cnc(-c2ccccn2)s1	.	5	16	3	.	.	4

A draw from above in order of length of the SMILES, high to low.
SMILES	esBAF inh	miR122 inh	ARNT-TACC3 inh	ERp5 inh	Cneo AK release	Statin myotox sup	SIRT5 block
Cc1ccc(S(=O)(=O)N(C)C[C@@H]2Oc3ccc(NS(=O)(=O)c4ccccc4)cc3CC(=O)N([C@@H](C)CO)C[C@H]2C)cc1	0	.	1	.	1	19	.
C[C@H](CO)N1C[C@H](C)[C@@H](CN(C)C(=O)Nc2ccc(F)cc2)Oc2ccc(NC(=O)Nc3ccccc3)cc2CC1=O	4	7[16.7 µM]	2	-1	-1	-26	1
O=C(C/C=N/OCc1ccccc1F)c1cnc(-c2ccc(Cl)cc2)s1	9	3	-5	.	1	-2	.
CCOC(=O)c1sc(NC(=O)c2ccccc2F)c(C(N)=O)c1C	1	-9	.	.	0	-18	.

More entries.
SMILES	esBAF inh	miR122 inh	ARNT-TACC3 inh	ERp5 inh	Cneo AK release	Statin myotox sup	SIRT5 block
CCC(C)c1ccc(-c2cc(C(=O)OCC(=O)Nc3cc(C)on3)c3ccccc3n2)cc1 (configuration not stated)	18	2	.	.	-4	-9	.
COC(=O)C[C@H]1CC[C@@H]2[C@H](COc3ccc(NC(=O)NCc4ccccc4)cc3C(=O)N2C)O1	5	12[16.7 µM]	.	.	.	-1	.
COc1ccccc1N(CC(=O)Nc1cc(C)on1)S(=O)(=O)c1ccc(Cl)cc1	-8	.	-3	.	1	1	.
Cc1ccccc1NC(=O)CSc1ccc2nnc(-c3ccccn3)n2n1	1	-5	48*	-4	3	8	-1
COc1ccc2c(CC(=O)N3CCc4ccccc43)coc2c1	.	7	0	.	-4	.	.
O=C(CCc1ccccc1)NNc1ccc(F)cc1	-4	6	-14	0	.	6	4
COc1cccc(-n2c(SCC(=O)NCC3CCCO3)nc3c(c2=O)SCC3)c1 (configuration not stated)	.	3	-4	6	-1	.	5
O=[N+]([O-])c1ccc(CN2CCSCC2)cc1	.	.	-6	1	.	.	2
C[C@H]1CCCCO[C@H](CN(C)C(=O)c2ccccc2)[C@@H](C)CN([C@@H](C)CO)C(=O)c2cc(NS(=O)(=O)c3cn(C)cn3)ccc2O1	-6	-3[16.7 µM]	1	0	4	.	-3
CCn1c(CC(=O)Nc2ccccc2C)nnc1SCC(=O)NC1=NCCS1	-1	-10	1	-3	-8	6	-2
Cc1nn(C)c(=O)n1-c1ccccc1	-8	5	-5	6	6	13	-7

Screening data deposited in PubChem by Broad Institute.

The order is random (roughly 4% active in at least one column).
